Compound activity from PubChem BioAssay.
GALK inhibitor: galactokinase (human) inhibition. Purified GALK, Kinase-Glo residual ATP luminescence. Potency, µM (top dose mostly 57.5 µM), without a hit: at the top dose activity change, negative = inhibition, usual class: inhibitors. actives 0.007% (n = 270,000); note: potency is the fitted concentration of half-maximal effect; % is set by controls: 0 for no effect and ±100 for the full control effect
Target sequence (P51570 whole entry, looked up): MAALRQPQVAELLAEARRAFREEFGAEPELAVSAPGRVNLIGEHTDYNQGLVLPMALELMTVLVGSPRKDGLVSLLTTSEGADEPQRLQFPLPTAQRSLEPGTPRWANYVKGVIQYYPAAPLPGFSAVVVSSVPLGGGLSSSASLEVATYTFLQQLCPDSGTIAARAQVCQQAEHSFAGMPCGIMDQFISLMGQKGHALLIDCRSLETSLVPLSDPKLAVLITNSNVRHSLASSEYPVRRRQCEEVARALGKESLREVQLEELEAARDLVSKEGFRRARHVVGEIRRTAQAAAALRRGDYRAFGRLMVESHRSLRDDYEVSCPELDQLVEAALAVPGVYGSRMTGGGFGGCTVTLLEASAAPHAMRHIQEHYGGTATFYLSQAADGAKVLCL
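GALK at 5 nM final was combined with compound, 35 uM ATP and 100 uM galactose in HEPES pH8.0 with MgCl2 and DTT. The reaction ran one hour at room temperature before luminescent ATP detection.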
hERG WT inh: KCNH2 (human, wildtype) channel inhibition | actives 0.37% (n = 340,000) | AID 720551 | U2OS, BacMam KCNH2, thallium flux FluxOr; active compounds read low | activity change, % at 1.84 µM | Q12809;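 active = maximum activity change below -70%; inconclusive = maximum activity change between -70% and -50%; inactive = maximum activity change above -50%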; note: % is set by controls: 0 for no effect and ±100 for the full control effect
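U2OS cells transduced with wild-type KCNH2 virus are loaded with FluxOr dye for 45 min, and thallium flux is measured in kinetic reads before and after stimulation buffer. Rate constants are normalized to DMSO controls.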
Chronic BCR inh: blocks chronic active B-cell receptor signaling; actives 0.05% (n = 340,000); Potency, µM (series often up to 46.1 µM), for the others: at the top dose ratio change, negative = lower green/red ratio, most hits filed as inhibitors; ABC-DLBCL IkBa-CBG/CBR reporter, luminescence ratio, 4 h; active = well fitted inhibition curve with a large enough effect in the signal ratio, with a control signal flat, not every such curve was filed as active; inconclusive = small, poorly fitted or top-dose-only effect, or effect the other way, or a change in a side signal; the % refers to the signal ratio;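 note: potency is the fitted concentration of half-maximal effect; plate controls were basal doxycycline-induced cells for no effect and cells given 10 µM MG132 for full effect; MG132 reads +100%, hits lower the ratio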
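Compounds up to 46 uM were incubated four hours with TMD8 cells whose green CBG68 luciferase is fused to IkappaBalpha; red CBR luminescence normalised the signal, and concentration-effect curves were fitted to fusion, red and ratio data.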
TSHR antag: blocks TSH signaling through the human TSH receptor; P16473; TSHR-expressing cells, TSH-stimulated cAMP HTRF, 2 h; active compounds read low; activity change, negative = inhibition, % at 11.5 µM; actives 0.2% (n = 330,000); AID 504810;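 active = activity change below a set negative limit, meaning inhibition stronger than a set level, cut at about -70% in these data; inconclusive = activity change between two set negative limits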; note: % is set by controls: 0 for no effect and ±100 for the full control effect
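TSHR-expressing cells, 200/well, pre-treated with compound, then stimulated with EC80 TSH (4nM final) for 2 hours at 37 deg C. cAMP measured by competitive HTRF: anti-cAMP cryptate antibody in lysis buffer plus cAMP-d2, read after 30 minutes at room temperature.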
Giardia kill: kills Giardia lamblia. Giardia lamblia trophozoite viability. activity change, % at 7.66 µM, hits read low. actives 0.15% (n = 340,000). AID 540267; in the data active = activity change below about -80%; inconclusive = between about -30% and that limit;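 note: parasites exposed to compound for two days anaerobically before the ATP read; % is set by controls: 0 for no effect and ±100 for the full control effect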
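Luminescent ATP signal served as the viability read-out, measured 15-30 min after adding ATP detection reagent to trophozoites that had been incubated with compounds for 48 hrs at 37 deg C anaerobically at 100 cells/well.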
TCR activator: activators of T cell receptors; primary human leukocytes, anti-CD3, IL-2 HTRF, 48 h; 330,000 tested, under 10 active; Potency, µM (doses to about 9.22 µM), for inactives: top-dose activation of IL-2 secretion, most hits filed as activators; note: % of control where 0% means no effect
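Compounds are tested in HTS on primary human leukocytes co-incubated with a-CD3 beads for 48 hr. IL-2 output is measured by time-resolved FRET.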
CXXC DNA block: inhibitors of human MLL CXXC domain-DNA interaction. MLL-CXXC / FITC-HOXA9 DNA fluorescence polarization. actives 0.037% (n = 290,000). Potency, µM (titrated, usually from 115 µM), inactives show top-dose activity change, negative = inhibition, actives largely listed as inhibitors. AID 2662. Q03164; active = well fitted inhibition curve with a large enough effect in the polarisation, with a control signal flat, not every such curve was filed as active; inconclusive = small, poorly fitted or top-dose-only effect, or effect the other way, or a change in a side signal; inactive = no such curve, though single readings can be large or run the other way; the % refers to the polarisation; note: potency is the fitted concentration of half-maximal effect
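Purified MLL-CXXC (added from a 7 uM solution) was preincubated 5 min at ambient with pinned compounds in 50 mM Tris-HCl pH 7.5, 50 mM NaCl, 1 mM DTT, 0.05% BSA. Fluorescein-labeled HOX-A9 DNA (50 nM solution) followed, 30 min, then polarization read.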
Tb PFK inh: blocks T. brucei phosphofructokinase; T. brucei PFK, ADP-Glo luminescence; Potency, µM (series often up to 57.5 µM), for inactives: top-dose activity, negative = inhibition, actives largely listed as inhibitors; actives 0.17% (n = 330,000); AID 485367;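 note: potency is the fitted concentration of half-maximal effect; 0% = uninhibited 1x PFK enzyme wells and -100% = no-enzyme wells; nearly all actives have a fitted effect of over 60% in size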
Target sequence (O15648 whole entry, looked up): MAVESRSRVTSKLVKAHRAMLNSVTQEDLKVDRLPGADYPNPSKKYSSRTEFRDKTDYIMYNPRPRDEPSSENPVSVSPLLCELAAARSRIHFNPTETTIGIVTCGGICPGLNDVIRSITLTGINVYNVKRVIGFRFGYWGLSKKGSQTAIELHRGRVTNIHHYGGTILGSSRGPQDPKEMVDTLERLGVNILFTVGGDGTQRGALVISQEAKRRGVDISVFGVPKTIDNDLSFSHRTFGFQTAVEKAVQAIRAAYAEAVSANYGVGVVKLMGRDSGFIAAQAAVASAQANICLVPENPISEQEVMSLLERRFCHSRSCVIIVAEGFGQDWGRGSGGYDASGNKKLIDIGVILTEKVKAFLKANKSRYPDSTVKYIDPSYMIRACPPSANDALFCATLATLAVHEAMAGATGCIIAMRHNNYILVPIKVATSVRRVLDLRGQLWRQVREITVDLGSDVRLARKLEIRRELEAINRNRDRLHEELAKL
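1.25 nM PFK with 0.5 mM F6P and 0.1 mM ATP in 0.1 M TEA pH 8.0, 5 mM MgCl2, incubated 45 min at room temperature; ADP measured by ADP-Glo luminescence; compounds titrated up to 57 uM.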
FBPA coupling cs: counter-screen for Giardia aldolase inhibitors: coupling enzyme system. coupling enzyme system counterscreen, AmpLite Red fluorescence. activity change, negative = inhibition, % at 58.2 µM, hits read low. actives 0.67% (n = 290,000). AID 2472; in the data active = activity change below about -30%; note: % is set by controls: 0 for no effect and ±100 for the full control effect
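Fluorescence at 525 nm excitation and 598 nm emission measured inhibition of the coupled detection system without aldolase. Compounds (at 57.5 uM final) were preincubated 10 min at room temperature with coupling enzyme reagent before a 20 min substrate/AmpLite Red step.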
A-T KAP1 phos: potential ataxia-telangiectasia treatments restoring KAP-1 phosphorylation | […] A-T fibroblasts, KAP-1 phosphorylation AlphaLISA; neocarzinostatin DNA damage 30 min before lysis | Potency, µM (titrated, usually from 57.5 µM), inactives show top-dose activation, actives largely listed as activators | actives 0.19% (n = 320,000); note: potency is the fitted concentration of half-maximal effect; % of control where 0% means no effect; nearly all actives have a fitted effect of over 45% in size
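ATM-like activity read as KAP-1 phosphorylation via AlphaLISA donor/acceptor antibody pairs after lysis and 6 hr at 25C. Cells were ATM-null patient fibroblasts ([…], hTERT), dosed 60 min, then exposed to the DSB inducer NCS for 30 min.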
Starred values were filed as active, the others as inactive; i = inactive; ? = inconclusive; · = not tested or not shown; [ ] = another dose, or the depositor's remark. Unless noted, calls come from the whole dose curve; as a rule, active = well fitted curve in the direction sought with a large enough effect; inconclusive = small, poorly fitted or top-dose-only effect, or another doubt; inactive = no such curve, though single readings can be large; an effect the other way counts as inactive or inconclusive.

SMILES	GALK inhibitor	hERG WT inh	Chronic BCR inh	TSHR antag	Giardia kill	TCR activator	CXXC DNA block	Tb PFK inh	FBPA coupling cs	A-T KAP1 phos
Cc1cc(C(=O)OCC(=O)N(C)c2ccccc2)ccc1[N+](=O)[O-]	8%	-5	-4%	-7	-13	-7%	3%	-4%	3	1%
CC(=O)c1cc2c(cc1NC(=O)CCn1cnnn1)OCO2	-2%	-8	-7%	-5	11	-1%	1%	3%	-2	1%
C[C@H](CO)N1C[C@H](C)[C@@H](CN(C)S(=O)(=O)c2cn(C)cn2)Oc2ccc(NC(=O)Nc3ccccc3)cc2C1=O	·	7	0%	-2	-7	-6%	·	1%	·	2%
O=C(Nc1ccncc1)Nc1ccc(F)cc1F	4%	-4	?	2	0	·	1%	-18%	-3	1%
CC(C)CN(C(=O)COC(=O)c1ccc2c(c1)OCO2)c1c(N)n(Cc2ccccc2)c(=O)[nH]c1=O	·	-33	0%	1	-15	-2%	·	-5%	·	9%
O=C(c1ccccc1Cl)N(Cc1ccc(Br)cc1)N1C(=O)CCCC1=O	0%	5	1%	-4	1	7%	-4%	-1%	-5	1%
O=[N+]([O-])c1ccc(-c2n(-c3ccccn3)c3ccccc3[n+]2-c2ccccn2)cc1	6%	9	?	-4	16	-1%	-3%	-5%	0	-6%
O=P(CCN1CCCCC1)(c1ccccc1)c1ccccc1	3%	5	0%	4	0	·	3%	-1%	0	-1%
Cc1ccc(-n2c(SCC(=O)NCC3CCCO3)nc3n[nH]c(C)c3c2=N)cc1Cl (stereo not given)	3%	0	?	-10	-16	0%	13%	1%	-3	0%
O=C(N/C(=C/c1ccc(Br)cc1)C(=O)N1CCCC1)c1ccccc1F	1%	2	?	6	-1	0%[46.1 µM]	0%	3%	1	-13%
COC(=O)c1cc2c(C)nn(C)c2s1	-1%	31	3%	0	-13	5%	-3%	7%	2	-1%
CC(C)Cn1c(SCC(=O)N(C)C2CCS(=O)(=O)C2)nc2cc(Cl)ccc2c1=O (stereo not given)	·	0	?	-23	9	5%	·	0%	·	-2%
COC(=O)c1cc(OC)c(OC)cc1NC(=S)N1CCN(C/C=C/c2ccccc2)CC1	-1%	-3	0%	5	7	0%[46.1 µM]	9%	4%	0	9%
COc1ccccc1/C=C/C(=O)NC(=S)N1CCN(C)CC1	-1%	-9	-13%	-6	15	13%	-11%	10%	·	1%
Cc1ccccc1Cn1nc(C)c(NC(=O)c2nc3n(n2)C(C(F)F)CC(C)N3)c1C (stereo not given)	1%	-10	-1%	0	7	0%	-5%	-7%	1	3%
COc1cc(S(=O)(=O)Nc2ccc(C)cc2)ccc1N=Cc1c(C)[nH]n(-c2ccc(C)cc2)c1=O	1%	-4	?	1	3	5%[46.1 µM]	7%	-1%	6	-1%
Cc1cc(NC(=O)C2Oc3ccccc3OC2C)no1 (stereo not given)	7%	i	4%	-9	-19	4%	-2%	-2%	0	0%
Fc1ccccc1NC(=S)Nc1cccc2cnccc12	0%	4	0%	-18	?	3%	-2%	-3%	-32*	8%
CCOc1cc(C(=O)NCC(=O)N2CCC3(CC2)NCCc2[nH]cnc23)cc(OCC)c1OCC	5%	0	-22%	6	-1	6%	-1%	0%	·	-8%
COC(=O)c1ccc(S(=O)(=O)N2CCCN(Cc3cccc(Br)c3F)CC2)n1C	·	14	2%	-5	-9	-3%	-4%	-1%	0	40µM*
Nn1cnc2scc(-c3ccc(Cl)cc3)c2c1=O	0%	-1	-2%	-1	14	7%	-4%	-12%	-3	5%
CCOc1ccc(NC(N)=O)cc1	5%	10	2%	1	-2	·	11%	-8%	3	0%
O=C(O)c1cccc(Cn2c(Cl)c(/C=N/NC(=O)c3ccco3)sc2=O)c1	-6%	12	-11%	-12	-18	3%	13%	4%	5	-4%
c1cnc(NC2CCCCCC2)nc1	1%	19	-20%	-4	10	0%	-7%	1%	-3	-4%
Cc1cccc(Nc2nc(-c3sc(C)nc3C)cs2)c1	-4%	4	-12%	-24	-6	4%	-3%	3%	-7	12%

3 of the compounds above, comma-delimited.
molecule,GALK inhibitor,hERG WT inh,Chronic BCR inh,TSHR antag,Giardia kill,TCR activator,CXXC DNA block,Tb PFK inh,FBPA coupling cs,A-T KAP1 phos
O=C(N/C(=C/c1ccc(Br)cc1)C(=O)N1CCCC1)c1ccccc1F,1%,2,?,6,-1,0%[46.1 µM],0%,3%,1,-13%
COC(=O)c1cc2c(C)nn(C)c2s1,-1%,31,3%,0,-13,5%,-3%,7%,2,-1%
CC(C)Cn1c(SCC(=O)N(C)C2CCS(=O)(=O)C2)nc2cc(Cl)ccc2c1=O (stereo not given),·,0,?,-23,9,5%,·,0%,·,-2%

Back to the main list; the 4 compounds before the break are reprinted first.
SMILES	GALK inhibitor	hERG WT inh	Chronic BCR inh	TSHR antag	Giardia kill	TCR activator	CXXC DNA block	Tb PFK inh	FBPA coupling cs	A-T KAP1 phos
CCOc1ccc(NC(N)=O)cc1	5%	10	2%	1	-2	·	11%	-8%	3	0%
O=C(O)c1cccc(Cn2c(Cl)c(/C=N/NC(=O)c3ccco3)sc2=O)c1	-6%	12	-11%	-12	-18	3%	13%	4%	5	-4%
c1cnc(NC2CCCCCC2)nc1	1%	19	-20%	-4	10	0%	-7%	1%	-3	-4%
Cc1cccc(Nc2nc(-c3sc(C)nc3C)cs2)c1	-4%	4	-12%	-24	-6	4%	-3%	3%	-7	12%
CNC(=O)c1ccc(-c2cc3onc(-c4ccccc4)c3c(=O)n2C)cc1	·	-3	-13%	-17	4	4%	·	0%	·	·
COc1cccc(CNC(=O)C2Cc3ccccc3CN2C(C)=O)c1 (stereo not given)	-1%	-1	2%	5	24	-6%	-5%	3%	0	4%
CC1(C)CC(=O)C2=C(C1)OC1=C(C(=O)CC(C)(C)C1)C2c1ccc(O)cc1O	0%	-13	?	?	-2	-6%	-20%	?	3	-10%
COC(=O)CSc1nc2cc3c(cc2cc1C#N)OCO3	-1%	0	9%	-11	24	-2%	-5%	-4%	0	-1%
Cc1cc(C)c2cc(CN(CCN3CCCC3)C(=O)Nc3ccc(F)cc3)c(=O)[nH]c2c1	5%	5	?	5	4	7%	-2%	1%	-13	?
CCCc1nnc(NC(=O)CCC(=O)N2CCN(Cc3ccccc3)CC2)s1	1%	1	0%	10	0	-1%	8%	-16%	·	-3%
CCOc1cc2oc(=O)c3c(c2cc1Cl)CCC3	3%	-4	?	-3	8	·	-4%	-6%	4	4%
Cc1sc2nc(C3CC3)nc(SCC(=O)N3CC(=O)Nc4ccccc43)c2c1C	-4%	5	-4%	-1	-14	-11%	26%	0%	2	-2%
O=C(Nc1cc(S(=O)(=O)N2CCOCC2)ccc1N1CCCC1)c1ccc(Cl)cc1	·	26	0%	11	2	-4%	·	?	·	·
COc1cc(OC)c(C(=O)OCC(=O)NC23CC4CC(CC(C4)C2)C3)cc1OC	·	-4	1%	8	-19	-1%	·	-4%	·	-4%
Cc1ccc(NC(=O)C2CCCN(c3nccc(C)n3)C2)c(C)c1 (stereo not given)	1%	15	0%	-3	-6	-5%	-11%	-2%	4	-1%
Cc1cc(C(F)(F)F)nn1CC(=O)NCc1ccccc1	5%	2	-6%	2	-8	2%	0%	-7%	4	·
CCC(Sc1nc(C)cc(C)n1)C(=O)Nc1cc(C)on1 (stereo not given)	0%	i	?	-12	-16	2%	-2%	-8%	1	2%
CCOC(=O)NN1C(=O)c2ccccc2NC12CCCC2	-2%	11	4%	-2	-6	1%	20%	0%	4	0%
CCOc1ccc(S(=O)(=O)N2CCCCC2)cc1NC(=O)CCc1ccc(OC)cc1	·	4	0%	-5	9	0%	·	-1%	·	-7%
CC(=O)Nc1ccccc1OC(=O)N1CCOCC1	0%	-4	1%	33	-5	-15%	1%	-5%	3	0%
COc1ccc(C(=O)Nc2ccccc2SCc2cc(=O)n3nc(C)sc3n2)cc1OC	7%	8	1%	-1	20	-5%	4%	1%	3	-6%
CCCCN(C(=O)c1ccc(N2CCCC2=O)cc1)c1c(N)n(CCC)c(=O)[nH]c1=O	·	28	2%	6	?	5%	·	2%	·	-4%
COC(=O)c1c(NC(C)=O)csc1C	·	-1	0%	-2	5	-5%	-2%	-1%	3	1%
O=C(COC(=O)C1=COCCO1)Nc1cc(C(F)(F)F)ccc1Cl	·	2	-6%	·	-15	7%	·	1%	·	17%
